GSK3beta inhib: human GSK3beta kinase inhibition. GST-GSK3beta kinase, ADP-Glo luminescence, 60 min; hits give low values. activity score (negative = inhibition), % at 10 µM. hit rate 0.038% among 300,000. AID 2097;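 active = more than half of replicate wells score below -50%, meaning over 50% inhibition versus plate controls; inconclusive = some replicates but at most half score below -50%; inactive = no replicate scores below -50%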;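 note: 0% = median DMSO wells and -100% = median GW8510 positive control wells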
Target sequence (P49841 whole entry, looked up): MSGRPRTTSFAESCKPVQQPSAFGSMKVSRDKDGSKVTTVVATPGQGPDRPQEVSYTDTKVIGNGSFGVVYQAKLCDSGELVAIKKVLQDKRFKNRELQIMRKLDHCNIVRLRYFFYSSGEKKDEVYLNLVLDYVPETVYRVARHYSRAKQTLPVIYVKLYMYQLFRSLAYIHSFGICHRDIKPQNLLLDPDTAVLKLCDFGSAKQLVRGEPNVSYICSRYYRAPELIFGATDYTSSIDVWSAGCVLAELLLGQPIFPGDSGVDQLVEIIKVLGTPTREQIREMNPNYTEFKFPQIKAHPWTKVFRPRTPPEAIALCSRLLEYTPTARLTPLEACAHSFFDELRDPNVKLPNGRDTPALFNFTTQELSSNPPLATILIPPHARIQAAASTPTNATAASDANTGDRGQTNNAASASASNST
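test system = GST-tagged human GSK3beta kinase, cell-free | reagent = 25 µM ATP with peptide substrate | dosing = one dose of 10 µM per compound | schedule = 60 min reaction, RT | detection = luminescent ADP-Glo measurement of ADP formed | control set = DMSO neutral wells and GW8510 at 20 µM as positive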
HSP90 inh: blocks HSP90-mediated luciferase refolding in reticulocyte lysate; Rabbit reticulocyte lysate, luciferase refolding luminescence, 3 h; hit rate 0.91% among 290,000; inhibition, % at 5.6 µM;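 active = inhibition above the screen-wide mean plus 3 SD, computed separately per campaign, cut at about 16% in these data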;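 note: 0% = DMSO wells and 100% = 60 µM geldanamycin wells; inhibitors lower the luminescence because luciferase stays unfolded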
KLF5 inhibitor: kruppel-like factor 5 inhibition; DLD-1 KLF5 promoter-luciferase reporter, luminescence; inhibition, % at 5 µM; hit rate 0.23% among 290,000; AID 1700;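 active = inhibition above a per-plate limit of that plate's mean compound inhibition plus 3 SD, cut at about 60% in these data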;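 note: 0% = DMSO wells and 100% = LY294002 at 200 µM; higher means less KLF5 promoter-driven luciferase light; inactives centre near -14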
aSyn 5UTR inh: 5' untranslated region of α-synuclein, MLPCN primary screen | inhibition, % (tested at 7.5 µM) | alpha-synuclein 5'UTR reporter, inhibitor activity | hit rate 0.82% among 300,000 | AID 1813; in the data active = inhibition above about 60%; inconclusive = no clear call, values can overlap the other calls;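 note: H4 neuroglioblastoma cells stably carrying SNCA 5'UTR luciferase fusion; 0% = DMSO wells and 100% = positive control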
AI-2 QS modul: Vibrio harveyi AI-2 quorum sensing modulation | Vibrio harveyi JMH597 AI-2 luminescence/OD600 ratio, 9 h; hits give low values; strain lacks LuxN and CqsS sensors; 0 = neutral-control median | activity change, % at 7.5 µM | hit rate 0.4% among 300,000; in the data active = activity change below about -75%, passing the limit was not always enough; inconclusive = no clear call, values can overlap the other calls;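 note: luminescence divided by OD600 gain over 9 h not by final OD600 alone; inactives centre near 13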
HSF1 inh: HSF1 inhibition | hit rate 0.77% among 300,000 | NIH3T3-HGL HSE-luciferase, MG132-induced, luminescence 8 h; hits give low values | AID 2098 | activity change, negative = inhibition, % at 7.5 µM (by protocol);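 active = more than half of replicate wells show activity change below -50%, luminescence cut by over half; inconclusive = some wells, but at most half, below -50%; inactive = no replicate well below -50%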;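 note: luciferase reports HSF-1 transcriptional activity via heat shock element; 0% = median of DMSO wells and -100% = zero luminescence signal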
HSF1 activator: increases HSF-1 driven luciferase reporter signal; activation, % at 9 µM; NIH3T3-HGL HSF-1 luciferase reporter, MG132, 8 h; 100% = twice DMSO control signal; hit rate 1.7% among 300,000; AID 504408;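 active = mean replicate activation of at least 50% with a set share of replicates each reaching 50%; inconclusive = only one of those two conditions met; inactive = mean below 50% and too few replicates reaching it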;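 note: 0% = median of the neutral control wells and 100% = twice that signal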
PolyA inh: blocks polyadenylation in yeast reporter cells | S. cerevisiae SKY197-pL101 polyadenylation reporter, beta-gal luminescence; efflux-impaired pdr1/pdr3 knockout yeast; score 100 = 6 SD above DMSO | calls only at 12 µM | hit rate 0.02% among 300,000;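 active = lowest replicate activity score at least 50, where 100 means six control SD above control mean; inconclusive = lowest score under 50 but half or more replicates reach 50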;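 note: yeast exposed to compound for 9 h at 30 °C; higher score means more reporter readthrough which indicates perturbed polyadenylation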
GSK3 alpha inh: blocks human GSK-3 alpha kinase | P49840 | ADP-Glo luminescence, 60 min | inhibition, % at 10 µM | hit rate 0.1% among 320,000 | AID 2650;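 in the data active = inhibition above about 50%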;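 note: GST-tagged GSK-3 alpha with peptide substrate and 25 µM ATP; 0% = DMSO neutral wells and 100% = GW8510 positive control wells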
Target sequence (P49840 whole entry, looked up): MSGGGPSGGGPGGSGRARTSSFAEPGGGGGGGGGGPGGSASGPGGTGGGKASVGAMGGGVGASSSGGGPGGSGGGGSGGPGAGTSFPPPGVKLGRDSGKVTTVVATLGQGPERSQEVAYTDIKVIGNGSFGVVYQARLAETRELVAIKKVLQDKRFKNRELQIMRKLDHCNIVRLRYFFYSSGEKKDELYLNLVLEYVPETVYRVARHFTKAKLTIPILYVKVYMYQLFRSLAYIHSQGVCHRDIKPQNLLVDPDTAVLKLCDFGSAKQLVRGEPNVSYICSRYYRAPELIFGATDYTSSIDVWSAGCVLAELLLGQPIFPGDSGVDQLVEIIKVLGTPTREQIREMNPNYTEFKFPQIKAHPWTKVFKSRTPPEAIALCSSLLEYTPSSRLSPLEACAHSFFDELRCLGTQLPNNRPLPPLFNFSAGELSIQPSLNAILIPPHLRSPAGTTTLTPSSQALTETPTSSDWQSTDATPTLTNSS
IEC-6 cytotox: counter-screen for KLF5 inhibitors: cytotoxicity in IEC-6 cells | IEC-6 cytotoxicity, luminescence viability | AID 1825 | hit rate 0.78% among 290,000 | inhibition, % at 5 µM; in the data active = inhibition above about 22%;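 note: 0% = plate median of test compound wells and 100% = cytotoxic reference compound wells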
Starred values were filed as active, the others as inactive; i = inactive; ? = inconclusive; . = no result given.

SMILES	GSK3beta inhib	HSP90 inh	KLF5 inhibitor	aSyn 5UTR inh	AI-2 QS modul	HSF1 inh	HSF1 activator	PolyA inh	GSK3 alpha inh	IEC-6 cytotox
C/C(=N\NC(=O)c1ccccn1)C12CC3CC(CC(C3)C1)C2	1	3	-118	-131	11	0	40	i	2	-6
COc1ccccc1N(C(=O)CNS(=O)(=O)c1ccccc1)C(C(=O)NCc1ccco1)C(C)C (centres undefined)	0	-1	-17	-15	1	10	0	i	.	3
COc1ccc(C2=NOC(CNC(N)=S)C2)cc1 (centres undefined)	1	4	-96	-9	84	9	35	i	1	-2
Cn1ncc(Br)c1C(=O)NC1CCCCC1	.	1	-10	4	.	-9	10	i	-2	8
CC1(C(=O)N(CC(=O)NC2CCCC2)C2CCCC2)CC(=O)N=C2C=CC=CN21 (centres undefined)	-4	0	-3	-10	8	-4	-8	i	-1	-1
Cc1ccc2c(c1)c(=O)c1c3n2CCN(C(=O)CCl)C3CC1 (centres undefined)	1	-2	3	29	19	-7	-8	i	5	0
O=c1c2c(-c3ccccc3)csc2nc2n1CCC2	1	2	-17	6	18	-4	-14	i	-4	2
Cc1cc(C(=O)OC(C(=O)Nc2ccc(C)c(Cl)c2)c2ccccc2)c(C)o1 (centres undefined)	-5	2	-17	-68	23	8	9	i	0	2
Cc1oc(-c2ccccc2F)nc1CN1CCC(C(=O)NCc2cccs2)CC1	2	5	-36	32	14	-2	-4	i	-1	7
O=C(Cn1nnc(-c2cccs2)n1)OC1CCCCC1	-1	-3	6	-2	-48	9	9	i	0	0
C=CCCC(=O)N(C)CCO	0	.	.	12	11	-6	-13	i	1	.
CCOc1ncccc1C(=O)Nc1nc(SC)ns1	-2	4	-26	-108	1	19	33	i	4	3
COc1cccc(OCc2cc(C(=O)N3CCN(C4CCCCC4)C(=O)C3)no2)c1	1	2	2	17	22	-4	-6	i	-1	14
Cc1ccc(S(=O)(=O)CCC(=O)NCCN2C(=O)S/C(=C\c3ccccc3)C2=O)cc1	0	1	-11	-24	41	11	31	i	-2	-6
O=C(O)CCCN1C(=O)c2ccc(Oc3cccc([N+](=O)[O-])c3)cc2C1=O	0	4	-3	-3	43	-2	-6	i	-2	2
CC(C)(C)N(Cc1ccccc1)C(=O)COC(=O)CN1C(=O)NC2(CCCC2)C1=O	0	0	-39	7	9	0	1	i	1	-5
C#Cc1ccc([C@@H]2C=C(C(=O)N3CCOCC3)O[C@H](OCCCCO)C2)cc1	3	10	-12	-10	4	7	-3	i	-3	3
S=C(NCc1ccccc1)NC1CCSc2ccccc21 (centres undefined)	-1	-5	-1	-4	31	3	0	i	-2	-6
O=C(CSc1nnnn1-c1ccccc1)Nc1ccc(N2CCOCC2)cc1	0	1	-8	-7	13	1	-17	i	2	4
COc1ccc(-n2nnc3c(=O)n(CC(=O)Nc4cc(C)on4)cnc32)cc1OC	1	1	-4	25	8	-8	-6	i	-1	5
O=C(C(=O)N1CCOCC1)c1cn(CCOc2ccccc2)c2ccccc12	5	4	13	10	6	6	10	i	-1	-3
C[C@]12CC[C@@H]3c4ccc(O)cc4C(=O)C[C@H]3[C@@H]1CC[C@@H]2O	-10	3	-13	-25	10	1	-2	i	8	-1
CCn1c(SCC(=O)Nc2ccc(C)cc2)nnc1-c1ccc(O)cc1	-6	3	-1	14	9	-6	8	i	4	4
CC1CC(C)CN(CCCNC(=O)c2ccc3c(c2)N(Cc2ccccc2)C(=O)c2ccccc2S3=O)C1 (centres undefined)	-5	4	-35	-54	-1	-3	-5	i	2	9
CCOC(=O)C(=CNc1cc(OC)ccc1-n1cccc1)C(=O)OCC	1	3	-3	-25	13	-1	-4	i	1	6
CC(OCc1ccccc1)C(NC(=O)OC(C)(C)C)C(=O)NCC1CCCO1 (centres undefined)	3	0	-20	8	4	0	-4	i	-2	-1
Cc1ccc(NC(=O)CC2C(=O)NC3CCCCC3N2C(=O)c2ccc(F)cc2)cc1C (centres undefined)	-1	-1	-24	-2	5	3	6	i	0	-2
CC(C)C(C)NC(=O)CN1C(=O)NC(C)(c2ccc3ccccc3c2)C1=O (centres undefined)	1	-3	-22	10	2	-5	-29	i	-1	-5
CNC(=S)Nc1ccc2nc(C)oc2c1	0	-3	-25	18	7	-9	-12	i	-2	-1
CC(=O)Nc1ccc(NC(=O)c2c([N+](=O)[O-])cnn2C)cc1	0	-3	-14	-5	-3	0	3	i	0	-1
COc1cc(NC(=O)c2ccccc2NS(=O)(=O)c2ccc(Cl)s2)cc(OC)c1	1	-6	-8	2	27	6	13	i	-1	-1
COc1ccc(-n2nnc3c(SCC(=O)N4CCCc5ccccc54)ncnc32)cc1	1	.	.	-12	17	30	57*	i	7	.
COC(=O)c1ccc([N+](=O)[O-])c(CS(=O)(=O)c2ccc(Cl)cc2)c1	-1	7	-4	-3	4	-1	-18	i	-1	8
CCOC(=O)[C@@H]1[C@H]2COc3ccc(Br)cc3[C@@H]2N2C(=O)N(c3cccc(F)c3)C(=O)[C@@]12C	12	-1	10	16	27	8	12	i	2	4
O=C(COC(=O)CCS(=O)(=O)c1ccccc1)NC(=O)c1ccc(OC(F)F)cc1	-1	.	.	-1	45	0	-1	i	-1	.
Cc1c(Cl)c(=O)oc2cc(OC(C)C)ccc12	0	-4	-19	-12	31	-8	-1	i	-1	-7
CC(C)C(=O)NCCSc1c[nH]c2ccccc12	2	-1	0	16	31	-4	-17	i	0	-4
O=C(CSc1nc(-c2ccccc2)cs1)NC(=O)NCc1ccco1	1	3	7	-11	15	31	?	i	0	5
CC(C)C(NC(=O)OCc1ccccc1)C(=O)NCc1ccc(C(=O)O)cc1 (centres undefined)	1	-2	-5	4	15	-10	0	i	2	3
COc1ccccc1CN1CCc2c([nH]c3ccccc23)C1	1	7	-23	21	13	1	21	i	-1	7
Cc1scc(C(=O)O)c1-c1c(C(=O)O)csc1C	0	-4	-12	-2	40	-5	-3	i	-3	-11
O=C(NCC(=O)N1CCN(c2ccccc2O)CC1)c1ccc(Br)o1	-1	.	.	-14	8	-52*	-62	i	2	.
CCOC(=O)C1CSC(CC(=O)Nc2ccc(Cl)cc2)C(=O)N1 (centres undefined)	-2	4	-7	11	-7	4	-1	i	3	-1
O=C(c1ccc2ccccc2c1)N1CCOCC1	3	.	.	-8	12	-4	1	i	-4	.
N#CCC(=O)N/N=C/c1cn(Cc2ccc(Cl)cc2Cl)c2ccccc12	0	4	-9	12	5	8	25	i	-2	7
COc1ccc(/C=C2/C(=O)N(c3ccccc3)N=C2C)cc1Br	-1	1	-3	-17	44	8	11	i	-4	-1
COCCCN1C(=O)N(c2ccccc2)C(=O)C1CC(=O)Nc1ccc(F)cc1 (centres undefined)	-1	0	-10	13	20	1	-11	i	0	5
C=CC[C@]12C[C@@H](OC)C(=O)C=C1O[C@@H](c1ccc(OC)c(OC)c1)[C@H]2C	-1	.	.	2	2	-11	-22	i	-2	.
N#Cc1cccnc1Nc1cccc(Cl)c1	-1	-1	-29	-16	7	5	-8	i	-1	2
CCOC(=O)N1CCC(NS(=O)(=O)c2cc(Br)cnc2N)CC1	-3	-1	-8	-28	19	0	-3	i	.	-5
COc1cccc(SCc2noc(C(=O)NCC3CC3)c2C(=O)NCC2CC2)c1	-1	.	.	14	19	-5	3	i	-2	.
Cc1ccccc1N(CC(=O)NC(C)(C)C)C(=O)CS(=O)CC(=O)Nc1ccc2c(c1)OCO2 (centres undefined)	0	3	-32	21	24	-1	7	i	0	3
CC(C)Cn1cnc2sc3c(c2c1=N)CCCC3	-1	0	-3	7	20	-6	10	i	0	8
COc1cccc(NC(=O)NCCN2CCCCC2)c1	-1	1	-14	-3	9	-2	-3	i	-1	3
O=S1(=O)c2cccc3cccc(c23)N1Cc1nnc(-c2ccccc2Br)o1	-2	1	-8	-6	11	55	73*	i	1	-7
CC(C)COC(=O)Nc1ccccc1C(=O)N1CCOCC1	1	1	-1	2	16	.	.	i	-4	3
COc1cc2c(cc1OC)CN(C(=O)CSc1nnc3scc(-c4ccccc4)n13)CC2	-1	9	-11	2	32	-1	-5	i	.	-3
CCOCCCNC(=O)C1CCN(S(=O)(=O)N2CCCCC2)CC1	1	0	-23	13	27	2	-2	i	1	7
C/C(CC(=O)Nc1cc(C)ccn1)=N\NC(=O)c1ccc(C)cc1	0	1	-34	-23	41	15	31	i	4	8
NCCSC1CC(=O)N(c2ccc(F)cc2)C1=O (centres undefined)	-3	-3	-48	10	25	7	4	i	-5	2
Further compounds.
SMILES	GSK3beta inhib	HSP90 inh	KLF5 inhibitor	aSyn 5UTR inh	AI-2 QS modul	HSF1 inh	HSF1 activator	PolyA inh	GSK3 alpha inh	IEC-6 cytotox
CC1C(=O)N2CCCc3cc(S(=O)(=O)N4CCC(C(N)=O)CC4)cc1c32 (centres undefined)	4	-1	-27	-10	35	-6	9	i	0	2
CCC(=O)N1CCN(c2ccc(Cl)cc2NC(=S)NC(=O)c2ccco2)CC1	-1	-2	-6	21	13	-6	-8	i	-2	-8
COc1ccc(O)c(C(=O)c2cc(C#N)c(=O)n(-c3c(C)n(C)n(-c4ccccc4)c3=O)c2)c1	-6	0	-24	14	2	2	3	i	4	-11
O=C(N/C=C/c1ccc(Cl)cc1)NCc1ccc(Cl)cc1	0	0	-16	10	14	1	-10	i	-3	4
COc1ccc2cc(C#N)c(N3CCN(C(=O)c4ccccc4C)CC3)nc2c1	-4	4	-1	36	-6	19	29	i	0	4
CCOC(=O)C(CC)(CC)C(=O)/C=C/c1cccc(Br)c1	2	-2	-31	-74	26	159	251*	i	-1	-7
Cc1cc(C)nc(SCCCNCc2ccccc2)n1	-3	6	-16	-12	-6	-3	-8	i	-2	0
O=C(CSCC(=O)OCC(=O)c1ccc(Br)cc1)Nc1cccc2ccccc12	4	1	2	-26	34	-8	1	i	-3	-3
O=C(O)c1cc(-c2ccc(Cl)cc2)n[nH]1	-3	-2	14	-8	17	3	4	i	-4	-2
COc1ccc(CCNC(=O)C(=O)NCc2ccccn2)cc1	1	3	-2	1	-79*	-4	-1	i	-4	2
CCc1ccc(S(=O)(=O)NCc2csc(-c3ccccc3)n2)s1	3	-1	-22	18	17	2	-1	i	-1	-8
COC(=O)CNC(=O)COC(=O)c1ccc(OC)c([N+](=O)[O-])c1	4	-4	-7	2	21	-2	3	i	-2	3

Screening data from PubChem BioAssay.

Some of the compounds tested (hit frequency here may not be typical).
